Screening data deposited in PubChem by Sanford-Burnham Center for Chemical Genomics.
APJ antagonist – blocks the human apelin receptor APJ. 0.32% of 330,000 active. CHO-K1 APJ beta-arrestin complementation, luminescence. inhibition, % at 20 µM;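 active means inhibition above about 40% at 20 µM, limit read from the data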;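 further: cells challenged with 10 nM apelin-13 agonist together with compound; plate controls were apelin-13 plus DMSO wells for no effect and DMSO wells lacking apelin-13 for full effect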
Target sequence (P35414 whole entry, looked up): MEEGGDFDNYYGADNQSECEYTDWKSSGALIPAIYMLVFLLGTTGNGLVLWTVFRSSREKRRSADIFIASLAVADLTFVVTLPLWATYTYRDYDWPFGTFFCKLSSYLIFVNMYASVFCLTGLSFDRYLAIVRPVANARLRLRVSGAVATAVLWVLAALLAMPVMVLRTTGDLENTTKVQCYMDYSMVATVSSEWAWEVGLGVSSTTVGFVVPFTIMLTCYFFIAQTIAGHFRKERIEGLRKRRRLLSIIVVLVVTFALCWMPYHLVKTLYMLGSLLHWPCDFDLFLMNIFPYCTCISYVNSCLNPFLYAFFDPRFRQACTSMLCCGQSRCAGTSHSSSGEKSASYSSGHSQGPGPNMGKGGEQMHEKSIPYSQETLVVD
697 NFkB inh – inhibitors of the PMA/ionomycin-induced NF-kB reporter in 697 B cells; 697 B-cell NF-kB luciferase reporter, 16 h; inhibition, % at 4 µM; 0.33% of 330,000 active; AID 435022; in the data active means inhibition above about 35%
UPR CHOP act – activators of apoptotic arm of unfolded protein response (CHOP); CHO-CHOP luciferase reporter, UPR activation, luminescence; percent of tunicamycin response over DMSO baseline; activation, % at 10 µM; 0.34% of 330,000 active; AID 449763;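 active means at 10 µM dose, activation of 40% or more, normalized to positive control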;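 further: 100% = tunicamycin at 10 µg/mL and 0% = DMSO alone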
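measured by = luciferase luminescence | assay system = CHO-CHOP cells, stable luciferase reporter of PERK-eIF2a-CHOP signalling | amount = 500 reporter cells seeded per well | timing = 6 h compound exposure at 37 °C after overnight seeding | controls = positive tunicamycin 10 µg/mL, negative DMSO alone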
tim23-1 inh – growth inhibitors of tim23-1 mutant yeast | S. cerevisiae tim23-1 growth, BacTiter-Glo luminescence, 24 h | inhibition, % at 20 µM | 1.3% of 330,000 active;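 active means growth inhibition of the mutant yeast at or above 50%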;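 further: temperature-sensitive mutant grown at 25 °C; plate controls were DMSO-treated mutant yeast for no effect and medium wells lacking yeast for full effect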
Mdm2-MdmX inh – human Mdm2/MdmX binding inhibition | SaOS-2 split-luciferase Mdm2/MdmX complementation, luminescence | 3% of 330,000 active | inhibition, % at 8 µM | O15151+Q00987;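 active means inhibition of at least 50% at 8 µM in the primary screen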
APJ agonist – agonists of human APJ apelin receptor | CHO-K1 APJ PathHunter beta-arrestin, luminescence; 0% DMSO wells, 100% apelin | activation, % at 20 µM | 0.11% of 330,000 active | AID 2520;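 active means activation more than six SD over the plate average, tested at 20 µM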;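 further: 0% = DMSO alone and 100% = apelin-13 at 10 nM; some results filed as inactive read as strong as hits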
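Assay system: CHO-K1 APJ beta-arrestin complementation cell line / Compound: single test compound dose, 20 µM final, 1% DMSO / Times: overnight seeding, 90 min compound at 25 °C, 1 h detection / Technique: beta-gal luminescence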
XBP1 UPR activ – adaptive UPR (XBP1) activation; CHO-XBP1 luciferase reporter, IRE1-XBP1 UPR activation, luminescence; percent of tunicamycin response, DMSO as zero; activation, % at 20 µM; 0.33% of 330,000 active;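 active means versus positive control, 20 µM dose yields 30% or more activation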;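 further: 100% = tunicamycin at 10 µg/mL and 0% = DMSO only wells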
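Material: IRE1-XBP1 luciferase reporter CHO line / Quantity: one thousand reporter cells per well / Buffer or medium: F12 with 10% serum / Compound: 20 µM single concentration, DMSO 1% / Times: 6 h treatment, 37 °C / Detection: Steady-Glo luciferase glow luminescence, 10 min after reagent addition / Benchmarks: tunicamycin high, DMSO low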
Jurkat NFkB inh – inhibitors of the PMA/ionomycin-induced NF-kB reporter in Jurkat cells; inhibition, % at 4 µM; PMA/ionomycin-induced NF-kB luciferase reporter, luminescence; 0.53% of 330,000 active; AID 435003; in the data active means inhibition above about 50%
* hit, by the source's call.

Structure	tim23-1 inh	697 NFkB inh	APJ agonist	UPR CHOP act	Mdm2-MdmX inh	APJ antagonist	XBP1 UPR activ	Jurkat NFkB inh
CC(O)CNC(=S)Nc1ccccc1 (centres undefined)	-5	10	-3	-0.4	10	-38	-1	5
COc1ccccc1NC(=O)c1ccc(CS(=O)(=O)c2ccc(C)cc2)cc1	7	15	0	0.8	30	11	0	12
Cc1nc(N2CCCC2)c2nnn(Cc3ccccc3Cl)c2n1	40	-15	2	-1.1	-6	1	-2	4
O=C(COC(=O)CNC(=O)c1ccccc1)NC1CCCCC1	12	-5	-3	-1.8	-42	-12	-1	-9
Cc1cc(NC(=O)CCN2CCN(C)CC2)ccc1Br	4	-3	-3	-1.9	4	-10	-2	-7
COc1ccc(N2C(=O)NC(NS(=O)(=O)c3ccccc3)(C(F)(F)F)C2=O)cc1 (centres undefined)	-14	14	0	1.0	0	4	-5	4
COc1ccc(OC)c(Nc2nc(C3CC3)nc3c2nnn3Cc2ccccc2)c1	6	18	-4	-2.8	11	14	-1	10
CN(CC(=O)Nc1cccc(F)c1)C(=O)c1ccc(-c2ccc(Cl)cc2)o1	16	13	0	3.9	4	-11	-2	5
C/C(Cc1ccccc1)=N\NC(=O)CNC(=O)c1cccc(Cl)c1	-21	2	-5	-1.4	7	-16	-5	0
O=C(NCCN1CCOCC1)c1cc2cc(Br)ccc2oc1=O	46	-16	-5	1.0	-6	7	-3	-2
COCCCn1c(SCC(=O)N2CCc3ccccc32)nnc1-c1ccco1	22	11	3	-1.0	-9	3	-1	-6
C[C@]1(C(=O)O)C=C[C@@H](Cc2ccccc2)N1C(=O)c1ccccc1	-1	4	0	1.4	-10	20	-1	13
COc1cc(OC)cc(C(=O)N[C@H](C(=O)Nc2c(C)n(C)n(-c3ccccc3)c2=O)C(C)C)c1	0	5	-3	1.9	10	-3	-2	-7
CC(C)=C(NC(=O)c1ccco1)C(=O)NCCc1nc2ccccc2[nH]1	5	-4	-3	-2.2	28	-10	-1	21
CCOC(=O)c1cn2c(C)cccc2n1	6	-4	-3	-2.1	-24	9	-3	-5

Some of the entries so far, with values under each structure:
Value order: tim23-1 inh, 697 NFkB inh, APJ agonist, UPR CHOP act, Mdm2-MdmX inh, APJ antagonist, XBP1 UPR activ, Jurkat NFkB inh
- O=C(NCCN1CCOCC1)c1cc2cc(Br)ccc2oc1=O
→ 46, -16, -5, 1.0, -6, 7, -3, -2
- COCCCn1c(SCC(=O)N2CCc3ccccc32)nnc1-c1ccco1
→ 22, 11, 3, -1.0, -9, 3, -1, -6
- C[C@]1(C(=O)O)C=C[C@@H](Cc2ccccc2)N1C(=O)c1ccccc1
→ -1, 4, 0, 1.4, -10, 20, -1, 13
- COc1cc(OC)cc(C(=O)N[C@H](C(=O)Nc2c(C)n(C)n(-c3ccccc3)c2=O)C(C)C)c1
→ 0, 5, -3, 1.9, 10, -3, -2, -7
- CC(C)=C(NC(=O)c1ccco1)C(=O)NCCc1nc2ccccc2[nH]1
→ 5, -4, -3, -2.2, 28, -10, -1, 21

Following part:
Structure	tim23-1 inh	697 NFkB inh	APJ agonist	UPR CHOP act	Mdm2-MdmX inh	APJ antagonist	XBP1 UPR activ	Jurkat NFkB inh
COCc1ccc(CN2CCCC(C(=O)Nc3ccccc3-c3ccc(OC)cc3)C2)o1 (centres undefined)	4	-24	4	-1.4	16	5	-6	7
COc1cc(NC(=O)c2ncn[nH]2)cc(OC)c1OC	9	13	-1	1.1	8	2	-1	9
NC(=O)c1nnn(-c2nonc2N)c1-c1ccc([N+](=O)[O-])cc1	0	-20	9	5.8	-3	-35	-5	-6
O=C1/C(=C/c2cccnc2)CCc2c1[nH]c1ccccc21	12	-66	-3	3.2	16	9	2	-19
O=C1C2CCC(C(O)C2)N1Cc1ccccc1 (centres undefined)	4	17	6	0.4	24	10	0	0
O=C(NC(=S)Nc1ccc(Cl)c(C(=O)O)c1)c1cccc(COc2ccccc2)c1	30	-17	-3	1.0	-7	23	-3	2
COC(=O)c1ccccc1NC(=O)Cn1c(=O)oc2ccc(Cl)cc21	6	1	-5	0.6	20	-9	3	-4
COc1cc(/C=C2\CCc3ccccc3C2=O)cc(OC)c1OC	46	-16	-4	4.6	27	0	4	-11
COc1ccc(-c2nsc(SCC(=O)Nc3cc(C)on3)n2)cc1	4	43*	-5	-0.8	29	5	-1	-34
Cc1ccc(OCCC(=O)Nc2ccc3c(c2)OCCCO3)cc1	21	-3	-4	-1.5	-8	8	-2	-17
C/C(=N/NC(=O)CNC(=O)c1cccnc1)c1cccc([N+](=O)[O-])c1	4	4	-3	-1.8	28	2	-3	4
O=C(COC(=O)/C=C/c1cccc(F)c1)NC(=O)NC1CCCC1	23	14	-3	0.1	-5	-5	-2	11
COC(=O)c1cc(NC(=O)CSc2nc(C)cc(=O)[nH]2)cc(C(=O)OC)c1	4	9	-1	0.6	-12	12	2	15
COc1ccccc1N1CCN(C2CCN(C(=O)c3cccc(F)c3)CC2)CC1	-9	6	-3	2.6	-18	7	-3	7
CC1=CC(C)(C)N(C(=O)CSc2ncn[nH]2)c2ccc(C)cc21	28	23	-3	3.1	3	13	-3	10

Structure	tim23-1 inh	697 NFkB inh	APJ agonist	UPR CHOP act	Mdm2-MdmX inh	APJ antagonist	XBP1 UPR activ	Jurkat NFkB inh
O=C(N/N=C/c1cccs1)/C(=C/c1ccccc1)NC(=O)c1ccccc1	5	7	-2	2.7	4	2	2	11
CCN(CC)C(=O)Cn1c(=O)c2ccccc2n2c(=S)sc(-c3cccc(C)c3)c12	12	-1	-6	2.5	21	9	13	3
N#Cc1nc(-c2ccco2)oc1N1CCN(c2cccc(Cl)c2)CC1	31	-22	-1	-0.2	-1	9	1	1
COC(=O)c1cccc(C23CC4(C2)[C@H](CN(Cc2cccnc2)[C@@H]4c2ccccc2)C3c2ccc(Cl)nc2)c1 (some centres undefined)	0	17	5	2.0	13	12	-2	31
CCOc1ccc(NCc2nnc(SCC(=O)Nc3nc(-c4ccccc4)cs3)n2-c2ccccc2)cc1	4	-1	-4	1.6	36	-4	2	6
COc1ccc(S(=O)(=O)N2CCOCC2)cc1C(=O)Nc1cc(C)on1	17	-1	0	-0.1	9	15	0	3
O=C(c1cc([N+](=O)[O-])ccc1N1CCOCC1)N1CCOCC1	7	-7	0	1.1	-6	12	2	-13
c1cncc(-c2nc3ccccn3c2Nc2ccc3c(c2)OCCO3)c1	3	1	5	2.0	3	13	0	-8
Fc1cccc(C2CCCCN2Cc2nc(C3CC3)no2)c1 (centres undefined)	17	2	-1	0.7	13	4	3	-7
Cc1ccc(CNS(=O)(=O)c2ccc3c(c2)OCCO3)cc1	56*	2	1	0.2	11	11	-3	14
O=C(C1CCCCC1)N1CCN(C(=O)C2CCCCC2)CC1	4	7	-6	-0.4	4	12	-2	8
CSc1ccc(-c2cc(=O)c3ccccc3o2)cc1	36	-170	-2	7.0	-93	5	6	-97
COc1ccccc1CNC(=O)CNCC1CCCO1 (centres undefined)	9	19	4	-1.5	18	1	-2	-7
Cc1ccc(C)c(OCC(=O)N/N=C/c2ccsc2)c1	-6	-30	2	0.9	-11	8	1	-12
Cc1cc(CNC(=O)Cn2nc(C)c([N+](=O)[O-])c2C)c2ccccc2n1	25	-6	-1	-0.9	-12	-11	0	1

Structure	tim23-1 inh	697 NFkB inh	APJ agonist	UPR CHOP act	Mdm2-MdmX inh	APJ antagonist	XBP1 UPR activ	Jurkat NFkB inh
O=C(CSc1ccc(-c2ccncc2)nn1)N1CCN(c2ccccc2)CC1	3	-4	-1	-0.9	10	3	-3	-6
CC(C)(O)c1[nH]c2cc(C(F)(F)F)ccc2c1C(C)(C)O	8	-1	3	0.5	6	11	3	-15
CCN1CCN(C(=O)Nc2cc(Cl)ccc2OC)CC1	9	-8	0	-1.8	12	-5	-1	-12
Cc1ccc(S(=O)(=O)Nc2ccc3nc(C)sc3c2)c(C)c1	39	-28	-3	-0.8	13	8	-6	0
CC(C)c1cc(C(=O)N2CCCC(Nc3ccc(F)c(F)c3)C2)nc(N)n1 (centres undefined)	2	4	2	0.6	11	-3	3	2
O=S(=O)(Nc1cccnc1Cl)c1ccc(-c2ccccc2)cc1	23	-6	-5	0.2	8	11	-2	1
Cc1ccsc1C(=O)N1CCCC(N(C)Cc2ccccc2)C1 (centres undefined)	6	13	11	2.8	14	7	-4	20
O=C1OCC(CO)(CO)N=C1NNc1cc(Cl)ccc1Cl	-6	8	-11	-1.7	20	70*	-2	7
CCC1Oc2ccccc2N(CC(=O)NC2CCCCC2)C1=O (centres undefined)	32	7	1	-0.1	14	2	-4	-12
CCCCCCSC1=C(C#N)C(=O)NC2(CCCCC2)S1	19	-13	0	1.0	-18	-2	1	3
Cc1cc(-c2nnc(SCC(=O)N3C(C)CCCC3C)o2)no1 (centres undefined)	17	7	-3	1.0	3	11	1	1
COC(=O)c1[nH]nc2c1C(=O)N(C1CCCCC1)C2=O	21	3	3	-2.5	1	-4	1	5
O=C(CSc1nc2ccccc2o1)Nc1ccc(N2CCOCC2)c(Cl)c1	38	-123	1	2.7	-121	-10	3	-129
COC(=O)c1nc2cc(C)ccn2c1F	17	-5	0	2.2	-14	-85	1	-10
CCCCn1c(NC(=O)c2ccccc2Cl)c(C#N)c2nc3ccccc3nc21	42	4	-13	2.8	58*	43*	14	6

Structure	tim23-1 inh	697 NFkB inh	APJ agonist	UPR CHOP act	Mdm2-MdmX inh	APJ antagonist	XBP1 UPR activ	Jurkat NFkB inh
O=c1ccc(OCCOc2ccccc2)nn1-c1ccccc1	9	1	0	1.8	-37	-3	0	-2
COc1cccc(NC(=O)C2CCCO2)c1 (centres undefined)	10	4	-3	-0.1	19	12	-2	4
O=C(Nc1ccc(N2CCCCCC2)cc1)c1ccccc1Cl	39	-104	-2	4.2	0	-14	15	-26
Cc1cccc(N(C)C(=O)CCS(=O)(=O)c2cccc3nonc23)c1	11	-14	1	-2.7	1	12	-2	4
O=S1(=O)[C@H]2CC3O[C@]2(C[C@@H]3c2ccc(F)cc2)CN1Cc1ccc(Cl)cc1	14	7	-4	-1.9	9	7	-2	-3
CCN(CCn1cccn1)Cc1nc(Cc2cccc(F)c2)no1	8	13	-2	-1.3	-1	-1	-1	0
O=C(O)C1C2C=CC(C2)C1C(=O)Nc1nccs1 (centres undefined)	2	4	-1	-0.9	16	-7	1	8
COc1ccc(C(c2nnnn2C(C)(C)C)N2CCN(C)CC2)cc1OC (centres undefined)	8	-9	-1	-1.6	-3	16	-2	7
NC(=O)c1nn(CC(=O)Nc2cccc(S(=O)(=O)N3CCCCCC3)c2)c(=O)c2ccccc12	2	-16	0	-1.3	1	-6	-2	-10
O=C(/C=C/c1ccc[nH]1)c1ccccc1	27	5	-1	7.0	-7	-8	2	-8
CCCCN(CCCNC(=O)C1CCN(C(=O)c2cc3sccc3n2C)CC1)Cc1ccccc1	1	-5	0	-0.1	50	10	1	12
CC(=C/c1ccccc1)/C=N/n1c(-c2ccncc2)n[nH]c1=S	45	1	-2	-1.2	74*	4	0	5
CCN1C(=O)N/C(=C/c2ccc(Sc3ccc(C)cc3)o2)C1=O	-2	-11	0	-1.6	36	8	-2	-16
Cc1nc2ccccc2c(=O)n1/N=C/c1ccc(O)c(O)c1O	3	5	10	-0.5	-23	-31	-4	8
COc1ccc(OCc2cc(C(=O)N(C)CCC3CCOCC3)no2)c(Cl)c1	25	-58	1	4.2	-53	-4	3	-42
O=C(Cc1ccc2c(c1)OCCO2)N1CCN(c2ccccc2)CC1	8	3	-5	1.1	-5	-5	-1	4
Cc1nn(CC(=O)NCCCN2CCOCC2)c(C)c1[N+](=O)[O-]	-8	15	-5	-0.9	13	-3	-3	4
